inhibitors of VEEV – inhibitors of VEEV TC-83 cytopathic effect, confirmation, Vero cells (AID 588727). inhibition, % at 20 µM, or IC50 in µM where a hit was titrated. Vero cells, VEEV TC-83 cytopathic effect inhibition; higher % means a stronger effect. hit rate 0.13% among 350,000; in the data active means a potency from the dose series; inconclusive means inhibition mostly from about 14% at the one dose, without a potency; inactive means the rest, 99 in 100 with inhibition below about 12%; further: strong numbers were not always called active
Salmonella PhoP GFP – PhoP regulon inhibitors, Salmonella typhi PhoP promoter GFP reporter, confirmatory (AID 1850). Salmonella Typhi PhoP-promoter GFP reporter, fluorescence, 4 h; higher % means a stronger effect. one-dose inhibition, % at 50 µM; IC50 in µM for titrated hits. hit rate 0.33% among 310,000; in the data active means a potency from the dose series; inconclusive means inhibition mostly from about 25% at the one dose, without a potency; inactive means the rest, 99 in 100 with inhibition below about 19%;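 further: 0% = induced wells with vehicle and 100% = uninduced wells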
influenza NS1A – H1N1 influenza NS1A inhibitors, functional cell based assay (AID 504329) | NS1A functional cell-based assay, percent inhibition; higher % means a stronger effect | one-dose inhibition, % at 12.5 µM; IC50 in µM for titrated hits | hit rate 0.3% among 340,000; in the data active means a potency from the dose series; inconclusive means inhibition above about 27% without an active follow-up result; further: strong numbers were not always called active
M. tuberculosis HTS – M. tuberculosis growth inhibition, HTS (AID 449762). M. tuberculosis H37Rv growth inhibition, 7H9 media; higher % means a stronger effect. hit rate 0.59% among 330,000. inhibition, % at 25 µM, or IC50 in µM where a hit was titrated; in the data active means a potency from the dose series; inconclusive means inhibition above about 70% without an active follow-up result;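 further: bacterial growth assessed after seven days of incubation; strong numbers were not always called active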
M. tuberculosis – growth inhibition of non-replicating M. tuberculosis (AID 488890). Mycobacterium tuberculosis non-replicating, growth inhibition; higher % means a stronger effect. inhibition, % at 25 µM, or IC50 in µM where a hit was titrated. hit rate 0.39% among 320,000; in the data active means a potency from the dose series; inconclusive means inhibition mostly from about 82% at the one dose, without a potency; inactive means the rest, 99 in 100 with inhibition below about 76%;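 further: plate controls were DMSO cells for no effect and high antibiotic wells for full effect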
inhibitors of VEEV 10K pilot screen – recorded beside inhibitors of VEEV, whose call it bears; inhibition, %; measured here: 10K pilot screen inhibition
Starred values were filed as active, the others as inactive; i = inactive; ? = inconclusive; nt = not tested or not shown.

SMILES	inhibitors of VEEV	Salmonella PhoP GFP	influenza NS1A	M. tuberculosis HTS	M. tuberculosis	others
COc1ccc(S(=O)(=O)N(C)CC(=O)Nc2c(F)cccc2F)cc1	0.5%	2%	-6%	-8%	-4%
C[C@@H]1CN([C@@H](C)CO)C(=O)c2cccc(NS(=O)(=O)c3ccc(F)cc3)c2O[C@H]1CN(C)C(=O)NC1CCCCC1	i	nt	-1%	-6%	30%
O=C(COc1ccc(Cl)c(Cl)c1)NC1CCS(=O)(=O)C1 (stereo not drawn)	5.9%	nt	-9%	-11%	33%
O=C(/C=C\c1ccc2c(c1)OCO2)NC1(C(=O)Nc2ccc3c(c2)OCO3)CCCCC1	1.3%	-4%	-8%	-2%	-9%	inhibitors of VEEV 10K pilot screen=0.3
CCOc1cc(/C=C/c2nc3cc(C)c(C)cc3s2)ccc1OCC(=O)N1CCOCC1	9.9%	-7%	-11%	5%	16%
O=C(NCCCN1CCOCC1)C1CCN(S(=O)(=O)c2cccc(Cl)c2Cl)CC1	5.3%	-5%	9%	-5%	-6%
CCCC[C@@H]1CNC(=S)N1CCc1cccc2ccccc12	0.9%	5%	-6%	-8%	79%
Cc1ccc(S(=O)(=O)N2CCN(C(=O)COC(=O)Cc3ccccc3)CC2)c(C)c1	1.4%	3%	-11%	-3%	11%
COc1ccc(C2C3=C(CC(C)(C)CC3=O)Oc3ncn(CC(C)C)c(=N)c32)cc1 (stereo not drawn)	5.8%	-5%	5%	3%	29%
O=C1C(C=NCCN2CCOCC2)=C(O)c2ccccc21	0.6%	-2%	4%	6%	18%
Cc1nc2ncccn2c1-c1csc(Nc2ccc(O)cc2)n1	6.7%	nt	5%	nt	nt
O=C(COC(=O)c1cccc(OC(F)F)c1)NC1CCCC1	0.2%	4%	-21%	6%	20%
CC(=O)c1ccc(OCCCCCCCOc2ccc(C(C)=O)cc2)cc1	i	2%	-3%	5%	75%
Nc1c(-c2ccc(Cl)cc2)cnc2c(-c3ccccc3)cnn12	i	1%	-5%	-3%	-7%
CCOc1ccccc1Nc1nnc(SCC(=O)NC2CCS(=O)(=O)C2)s1 (stereo not drawn)	3.8%	nt	-12%	-8%	7%
Cc1csc(=O)n1CCC(=O)O	i	-3%	7%	-9%	-4%	inhibitors of VEEV 10K pilot screen=0.1
Cc1cc(NC(=O)COC(=O)c2nccnc2N)n(-c2ccccc2)n1	1.9%	-2%	6%	4%	-11%
COC(=O)Cc1cc(=O)[nH]c(/N=C(\N)Nc2ccc(C(C)C)cc2)n1	1.5%	3%	2%	2%	14%
CCN(CC)C(=O)[C@H]1C[C@H](CC(=O)NCCC2=CCCCC2)C(=O)N2CCc3c([nH]c4cc(CCC(=O)N(C)C)ccc34)[C@]12C	0.8%	nt	-5%	nt	nt
Cc1ccc(C)n1-c1ccccc1N1CCCCC1	0.2%	10%	-6%	-8%	23%
O=C(C[n+]1ccncc1)c1ccccc1	2.0%	6%	6%	0%	4%
COc1cccc(CN2CC(C(=O)NCCCCc3ccccn3)CCC2=O)c1 (stereo not drawn)	1.9%	-5%	-6%	-5%	-9%
CCNc1nc(NCC)n2c(SCC(=O)Nc3ccc(F)cc3[N+](=O)[O-])nnc2n1	3.1%	0%	2%	7%	3%
CCC(C)NC(=O)c1cn(CCOC)c(=O)c2c1c1ccccc1n2C (stereo not drawn)	0.9%	-3%	19%	-1%	-8%
CCOc1ccc(C2=CC(c3ccccc3)n3ncnc3N2)cc1 (stereo not drawn)	6.2%	6%	1%	?	31%
O=C1NC(=O)C2(Cc3ccccc3N3CCOCC32)C(=O)N1c1ccccc1 (stereo not drawn)	0.5%	2%	12%	7%	10%
O=C(Oc1cc2oc(=O)c3c(c2cc1Cl)CCCC3)c1ccco1	0.8%	-6%	-5%	3%	58%
COc1ccc(-n2c(C)nnc2SCC(=O)NC2CC2)cc1	2.8%	-10%	4%	6%	-9%
Cc1cc(NC(=O)CSc2nncn2N)no1	1.9%	12%	-5%	-11%	nt
CSc1ccc(CN(C)C(=O)CNC(=O)c2sc3ccccc3c2Cl)cc1	6.4%	-9%	-7%	-6%	13%
Cc1csc2ncc(C(=O)Nc3ccc(C(F)(F)F)cc3)c(=O)n12	0.5%	-2%	23%	-5%	nt
CCOc1ccc(-n2c(=O)cc(N3CCN(c4ccccc4)CC3)[nH]c2=O)cc1	0.8%	-7%	4%	1%	5%
O=C(CSc1nnc2sc3ccccc3n12)NCc1ccco1	1.0%	1%	3%	6%	6%
COc1cccc(-c2nc(CS(=O)(=O)CC(=O)NCCc3ccccc3)c(C)o2)c1	0.0%	-3%	-2%	-5%	2%
O=C(NCCCN1CCOCC1)c1nn2c(C(F)(F)F)cc(-c3ccco3)nc2c1Cl	i	8%	8%	-1%	2%
COc1ccc(C(=O)Nc2cc(C)cc(C)c2)cc1S(=O)(=O)N1CCOCC1	2.6%	8%	2%	-8%	25%
O=C(COc1ccc(Cl)cc1Br)NCC(c1ccco1)N1CCCC1 (stereo not drawn)	3.5%	nt	1%	0%	44%
O=C(Nc1ccc(NC(=S)NC(=O)c2ccccc2Cl)cc1)c1cccc(Cl)c1	5.6%	4%	-14%	2%	34%
CCN(CC)CCCNC(=O)C(C)n1nc(C)c2sc3ccccc3c2c1=O (stereo not drawn)	1.1%	-4%	-5%	4%	11%
Cc1ccc(Nc2nc(CSc3n[nH]c(N)n3)cs2)cc1	1.1%	2%	-21%	1%	28%
N#Cc1cnc(NOCc2ccc(Cl)cc2)nc1	2.2%	17%	1%	2%	-1%
CCOC(=O)N1CCN(c2cc3[nH]c(=S)[nH]c3cc2F)CC1	1.8%	0%	-3%	1%	10%
Cc1ccc(S(=O)(=O)NCC2(c3ccccc3)CCN(C)CC2)cc1	0.5%	-1%	0%	0%	18%
N#Cc1c(N)nc2c(c1N)CC(COc1ccccc1)O2 (stereo not drawn)	1.9%	12%	1%	0%	-4%
CN1CCN(C(=O)C23CCC(C)(c4nc5ccccc5nc42)C3(C)C)CC1 (stereo not drawn)	i	-1%	-2%	1%	-4%
Cc1c(C(=O)N(C)CCc2cnn(C)c2)oc2c(F)cccc12	1.8%	-3%	-16%	-4%	-4%
O=C(Nc1ccccc1F)C1CCN(S(=O)(=O)c2cccc3nonc23)CC1	3.4%	-35%	7%	5%	-7%
Cc1ccccc1-n1ncc2c1CC(C)(C)CC2NC(=O)c1snnc1C (stereo not drawn)	0.1%	-1%	4%	5%	16%
CO/N=C/C(C#N)c1ncc(C(F)(F)F)cc1Cl (stereo not drawn)	i	-4%	-3%	-3%	16%
CCNC(=O)CSc1nc2sccc2c(=O)n1-c1ccccc1	i	-8%	1%	0%	4%
O=C(O)C1C2C=CC(C2)C1C(=O)Nc1ccc2c(c1)OCCO2 (stereo not drawn)	1.1%	-2%	-1%	1%	-5%
COc1ccccc1CNCCS(=O)(=O)NCc1ccccc1	1.2%	nt	-6%	nt	nt
Cc1ccc(C(=O)Nc2ccccc2C(=O)N2CCCC(C)C2)cc1 (stereo not drawn)	1.5%	5%	-1%	-4%	1%
O=C(Nc1ccc(Oc2cccnc2)cc1)C1CCN(Cc2cccc(Cl)c2)CC1	0.7%	-13%	13%	?	72%
CC1(C)Oc2cc3oc(-c4cc(O)cc(O)c4)cc3cc2CC1O (stereo not drawn)	3.9%	3%	1%	1%	9%
Cc1c(NC(=O)CSc2nc3c(cnn3-c3ccccc3)c(=O)[nH]2)c(=O)n(-c2ccccc2)n1C	1.9%	-3%	-11%	-9%	-6%
Cc1ncc(N=Nc2ccccc2Cl)c(-c2ccccc2)n1	5.8%	8%	39µM*	0%	-10%
Cc1ccc(CNC(=O)CO/N=C/c2ccc(C(C)(C)C)cc2)cc1	0.6%	-2%	-3%	3%	61%
CCC(C(=O)Nc1cc(Cl)c(OC)cc1OC)c1ccccc1 (stereo not drawn)	1.9%	4%	-3%	-6%	24%
COc1cccc(C(O)Cc2nc3ccccc3n2C)c1OC (stereo not drawn)	1.7%	-6%	-4%	-6%	6%
(next part)
SMILES	inhibitors of VEEV	Salmonella PhoP GFP	influenza NS1A	M. tuberculosis HTS	M. tuberculosis	others
O=C(NCC(c1cccs1)N1CCOCC1)C1CCN(S(=O)(=O)c2c(Cl)cccc2Cl)CC1 (stereo not drawn)	2.7%	9%	-14%	-4%	12%
Cn1cc(C(=O)C(=O)N2CCCCC2)c2ccccc21	1.0%	nt	-5%	nt	nt
COc1ccc2c(c1)CCCC21SC(NC(C)=O)=NN1C(C)=O (stereo not drawn)	i	2%	3%	3%	6%
CCCOC(=O)CCc1n[nH]c(=O)[nH]c1=O	1.1%	-14%	0%	-2%	-7%
Cc1noc(C)c1COC(=O)COc1ccc2c(C)cc(=O)oc2c1	1.9%	-3%	0%	-7%	1%
O=C(COC(=O)C1(c2ccccc2F)CCCC1)N1CCN(C(=O)c2ccco2)CC1	0.3%	8%	-9%	1%	8%
COC(=O)c1ccccc1NC(=O)c1nc2nc(C)cc(C(F)F)n2n1	3.7%	-3%	10%	-1%	-9%
Cc1ccccc1NS(=O)(=O)c1ccc(OCC(=O)NCc2cccnc2)cc1	0.2%	4%	-7%	6%	-4%
O=C(CNc1ccccc1)c1ccc([N+](=O)[O-])cc1	1.5%	-2%	6%	-2%	40%
O=C(CCN1C(=O)c2ccccc2C1=O)NC1=NCCS1	1.6%	1%	-6%	11%	-6%
O=C(CCNS(=O)(=O)c1cccc2nonc12)N1CCN(c2cccc(Cl)c2)CC1	2.6%	6%	8%	-3%	17%
COc1cc2c(cc1OC)CN(C(=O)c1ccc(Br)o1)CC2	0.8%	-4%	-18%	5%	nt
COc1ccccc1CNc1n[nH]c(NCc2ccccc2OC)n1	1.9%	-3%	-9%	1%	15%
CCOC(=O)C1CCCN(C(=O)C2CCCN(S(C)(=O)=O)C2)C1 (stereo not drawn)	0.8%	-10%	-2%	-6%	-5%
COc1ccc(Sc2nnc(-c3ccccc3)cc2C#N)cc1	i	3%	-19%	0%	-11%
Cc1c(CCOC(=O)c2ccc(N3CCOCC3)c([N+](=O)[O-])c2)sc[n+]1CC#N	1.3%	14%	9%	-1%	18%
CCCCN(CC)Cc1c(C)[nH]c2c(ccc3ccccc32)c1=O	0.6%	4%	-8%	-1%	17%
O=C(OCC#CCSc1nnc(-c2ccc(Br)cc2)o1)c1cccs1	2.2%	2%	5%	?	?
CC(=O)Nc1ccc(S(=O)(=O)N2C(C)CCCC2C)cc1 (stereo not drawn)	0.0%	-1%	-20%	-6%	14%

Of the compounds above, these contain a CF3 group.
SMILES	inhibitors of VEEV	Salmonella PhoP GFP	influenza NS1A	M. tuberculosis HTS	M. tuberculosis	others
Cc1csc2ncc(C(=O)Nc3ccc(C(F)(F)F)cc3)c(=O)n12	0.5%	-2%	23%	-5%	nt
O=C(NCCCN1CCOCC1)c1nn2c(C(F)(F)F)cc(-c3ccco3)nc2c1Cl	i	8%	8%	-1%	2%
CO/N=C/C(C#N)c1ncc(C(F)(F)F)cc1Cl (stereo not drawn)	i	-4%	-3%	-3%	16%

In the list so far, 11 have an aryl thioether with sulfur outside any ring:
SMILES	inhibitors of VEEV	Salmonella PhoP GFP	influenza NS1A	M. tuberculosis HTS	M. tuberculosis	others
CCOc1ccccc1Nc1nnc(SCC(=O)NC2CCS(=O)(=O)C2)s1 (stereo not drawn)	3.8%	nt	-12%	-8%	7%
CCNc1nc(NCC)n2c(SCC(=O)Nc3ccc(F)cc3[N+](=O)[O-])nnc2n1	3.1%	0%	2%	7%	3%
COc1ccc(-n2c(C)nnc2SCC(=O)NC2CC2)cc1	2.8%	-10%	4%	6%	-9%
Cc1cc(NC(=O)CSc2nncn2N)no1	1.9%	12%	-5%	-11%	nt
CSc1ccc(CN(C)C(=O)CNC(=O)c2sc3ccccc3c2Cl)cc1	6.4%	-9%	-7%	-6%	13%
O=C(CSc1nnc2sc3ccccc3n12)NCc1ccco1	1.0%	1%	3%	6%	6%
Cc1ccc(Nc2nc(CSc3n[nH]c(N)n3)cs2)cc1	1.1%	2%	-21%	1%	28%
CCNC(=O)CSc1nc2sccc2c(=O)n1-c1ccccc1	i	-8%	1%	0%	4%
Cc1c(NC(=O)CSc2nc3c(cnn3-c3ccccc3)c(=O)[nH]2)c(=O)n(-c2ccccc2)n1C	1.9%	-3%	-11%	-9%	-6%
COc1ccc(Sc2nnc(-c3ccccc3)cc2C#N)cc1	i	3%	-19%	0%	-11%
O=C(OCC#CCSc1nnc(-c2ccc(Br)cc2)o1)c1cccs1	2.2%	2%	5%	?	?

Source: PubChem
